Compound activity: PubChem, Southern Research Specialized Biocontainment Screening Center
VEEV TC-83 Vero – inhibitors of VEEV TC-83 cytopathic effect, confirmation, Vero cells (AID 588727) | actives 0.13% (n = 350,000) | Vero cells, VEEV TC-83 cytopathic effect inhibition; higher % means a stronger effect | inhibition, % at 20 µM, or IC50 in µM where a hit was titrated; in the data active = a potency from the dose series; inconclusive = inhibition mostly from about 14% at the one dose, without a potency; inactive = the rest, 99 in 100 with inhibition below about 12%; also: strong numbers were not always called active
tuberculosis growth – growth inhibition of non-replicating M. tuberculosis (AID 488890); inhibition, % at 25 µM, or IC50 in µM where a hit was titrated; Mycobacterium tuberculosis non-replicating, growth inhibition; higher % means a stronger effect; actives 0.39% (n = 320,000); in the data active = a potency from the dose series; inconclusive = inhibition mostly from about 82% at the one dose, without a potency; inactive = the rest, 99 in 100 with inhibition below about 76%;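 also: plate controls were DMSO cells for no effect and high antibiotic wells for full effect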
H1N1 NS1A inhibition – H1N1 influenza NS1A inhibitors, functional cell based assay (AID 504329); NS1A functional cell-based assay, percent inhibition; higher % means a stronger effect; inhibition, % at 12.5 µM; hits with a dose series show IC50 in µM; actives 0.3% (n = 340,000); in the data active = a potency from the dose series; inconclusive = inhibition above about 27% without an active follow-up result; also: strong numbers were not always called active
H37Rv inhibition – M. tuberculosis growth inhibition, HTS (AID 449762); M. tuberculosis H37Rv growth inhibition, 7H9 media; higher % means a stronger effect; one-dose inhibition, % at 25 µM; IC50 in µM for titrated hits; actives 0.59% (n = 330,000); in the data active = a potency from the dose series; inconclusive = inhibition above about 70% without an active follow-up result;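 also: bacterial growth assessed after seven days of incubation; strong numbers were not always called active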
Salmonella PhoP GFP – Inhibition of PhoP regulon, Salmonella typhi GFP reporter cells, confirmation, 4 h (AID 1850). Salmonella Typhi PhoP-promoter GFP reporter, fluorescence, 4 h; higher % means a stronger effect. one-dose inhibition, % at 50 µM; IC50 in µM for titrated hits. actives 0.33% (n = 310,000); in the data active = a potency from the dose series; inconclusive = inhibition mostly from about 25% at the one dose, without a potency; inactive = the rest, 99 in 100 with inhibition below about 19%;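 also: 0% = induced wells with vehicle and 100% = uninduced wells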
VEEV TC-83 Vero 10K pilot screen – second read-out of VEEV TC-83 Vero, no call of its own (marks repeat the call); inhibition, %; measured here: 10K pilot screen inhibition
An asterisk follows results filed as active.

Screening COc1ccc(C2C(C(N)=O)=C(C)Nc3nc(-c4ccccc4)nn32)cc1OC (centres undefined) returned VEEV TC-83 Vero 0.9%, tuberculosis growth 0.2%, H1N1 NS1A inhibition 3.5%, H37Rv inhibition -2.6% and Salmonella PhoP GFP -9.1%.
`COC(=O)c1c(-c2ccc(C)cc2)csc1NC(=O)C1CC=CCC1C(=O)O` (centres undefined) gave VEEV TC-83 Vero 4.3%, tuberculosis growth 15.5%, H1N1 NS1A inhibition -8.4%, H37Rv inhibition 9.2% and Salmonella PhoP GFP 0.4%.
Screening Cn1c(/C=C/N(Cc2ccccc2)c2ccccc2)c([N+](=O)[O-])c(=O)n(C)c1=O returned VEEV TC-83 Vero 1.5%, tuberculosis growth 53.6%, H1N1 NS1A inhibition -3.1%, H37Rv inhibition -6.8% and Salmonella PhoP GFP -7.5%.
`NC(=O)c1ccc(NC(=O)CSc2nnc(-c3ccccn3)n2N)cc1` gave VEEV TC-83 Vero 2.4%, tuberculosis growth -4.8%, H1N1 NS1A inhibition 5.1%, H37Rv inhibition -4.7% and Salmonella PhoP GFP 10.3%.
`O=C(NC1CCCCC1)C1CCN(c2ncccn2)CC1` gave VEEV TC-83 Vero 0.1%, tuberculosis growth -2.6%, H1N1 NS1A inhibition -10.1%, H37Rv inhibition 4.9% and Salmonella PhoP GFP 9.7%.
O=C(NCCc1nnc2ccc(NCc3ccc(Cl)cc3)nn12)c1ccccc1 was read as VEEV TC-83 Vero 1.1%, tuberculosis growth 28.3%, H1N1 NS1A inhibition 7.5%, H37Rv inhibition 7.4% and Salmonella PhoP GFP 0.2%.
For Cc1ccc(C)c(NC(=O)C2COc3ccccc3O2)c1 (centres undefined) the results were VEEV TC-83 Vero inactive, tuberculosis growth inconclusive, H1N1 NS1A inhibition -5.8%, H37Rv inhibition 40.9% and Salmonella PhoP GFP 0.6%.
Cc1ccc(-c2cccc(CN3CCN(C4CCN(C(C)C)CC4)C(CCO)C3)c2)o1 (centres undefined) was read as VEEV TC-83 Vero 0.5%, tuberculosis growth 7.5%, H1N1 NS1A inhibition 14.2%, H37Rv inhibition -2.5% and Salmonella PhoP GFP -11.8%.
`CCC(C)NC(=O)c1cn(-c2cccc(C)n2)cn1` (centres undefined) gave VEEV TC-83 Vero 2.0%, tuberculosis growth -6.3%, H1N1 NS1A inhibition 0.8%, H37Rv inhibition 2.0% and Salmonella PhoP GFP 7.9%.
For CN1CCN(C(=O)c2ccc3c(=O)n4c(nc3c2)CCCCC4)CC1 the results were VEEV TC-83 Vero 1.5%, tuberculosis growth 7.6%, H1N1 NS1A inhibition 3.8%, H37Rv inhibition 7.7% and Salmonella PhoP GFP -6.3%.
CCc1cccc(C)c1NC(=O)COC(=O)C(NS(=O)(=O)c1ccc(Cl)cc1)C(C)O (centres undefined) was read as VEEV TC-83 Vero 0.3%, tuberculosis growth -0.1%, H1N1 NS1A inhibition -7.1%, H37Rv inhibition 11.8% and Salmonella PhoP GFP 1.7%.
Cc1c(Cl)cnc(NC(=O)COC(=O)C2CCCC2)c1Cl was read as VEEV TC-83 Vero 5.7%, tuberculosis growth -0.1%, H1N1 NS1A inhibition -6.9% and H37Rv inhibition 5.6%.
Screening CC(C)CNC(=O)c1ccc(C2SCC(=O)N2Cc2ccccc2)cc1 (centres undefined) returned VEEV TC-83 Vero 4.9%, tuberculosis growth -5.5%, H1N1 NS1A inhibition -4.8%, H37Rv inhibition 39.1% and Salmonella PhoP GFP 0.8%.
`COc1ccccc1COc1ccc2c(C)c(CCC(=O)O)c(=O)oc2c1C` gave VEEV TC-83 Vero 0.8%, tuberculosis growth 22.0%, H1N1 NS1A inhibition -21.6%, H37Rv inhibition -0.7% and Salmonella PhoP GFP -2.9%.
For CC1(C)CC(NC(=O)C(Cl)(Cl)Cl)CC(C)(C)N1 the results were VEEV TC-83 Vero 0.2%, tuberculosis growth -4.7%, H1N1 NS1A inhibition -0.4%, H37Rv inhibition -0.2% and Salmonella PhoP GFP -5.2%.

Pulled one by one from the entries so far:
`CCC(C)NC(=O)c1cn(-c2cccc(C)n2)cn1` (centres undefined) gave VEEV TC-83 Vero 2.0%, tuberculosis growth -6.3%, H1N1 NS1A inhibition 0.8%, H37Rv inhibition 2.0% and Salmonella PhoP GFP 7.9%.
CCc1cccc(C)c1NC(=O)COC(=O)C(NS(=O)(=O)c1ccc(Cl)cc1)C(C)O (centres undefined) was read as VEEV TC-83 Vero 0.3%, tuberculosis growth -0.1%, H1N1 NS1A inhibition -7.1%, H37Rv inhibition 11.8% and Salmonella PhoP GFP 1.7%.

Following part.
Screening O=C(CC1CCCCC1)NCCCN1CCOCC1 returned VEEV TC-83 Vero 0.6%, tuberculosis growth -8.7%, H1N1 NS1A inhibition -7.3%, H37Rv inhibition -0.7% and Salmonella PhoP GFP -0.3%.
`COc1ccc2c(c1OC)C(=O)N1c3cccc(Cl)c3C(=O)OC21` (centres undefined) gave VEEV TC-83 Vero 0.0%, tuberculosis growth -12.4%, H1N1 NS1A inhibition -9.4%, H37Rv inhibition -13.9% and Salmonella PhoP GFP 7.3%.
`O=C(NCCc1ccccc1)C1CCCN(C(=O)Nc2ccc(F)cc2)C1` (centres undefined) gave VEEV TC-83 Vero 0.9%, tuberculosis growth 0.3%, H1N1 NS1A inhibition -2.2%, H37Rv inhibition -1.3% and Salmonella PhoP GFP 6.1%.
Screening Cn1c(=O)c(S(=O)(=O)C(C)(C)C)c(O)c2ccccc21 returned VEEV TC-83 Vero 0.3%, tuberculosis growth -2.6%, H1N1 NS1A inhibition -6.7%, H37Rv inhibition -11.4% and Salmonella PhoP GFP -4.5%.
`Cc1cc(C)c(C#N)c(SCC(=O)N(CCC#N)c2ccc3c(c2)OCCO3)n1` gave VEEV TC-83 Vero 6.4% and H1N1 NS1A inhibition -5.0%.
NC(=S)NNC(=O)COc1ccccc1O was read as VEEV TC-83 Vero 2.5%, tuberculosis growth -6.2%, H1N1 NS1A inhibition 5.4%, H37Rv inhibition -2.5% and Salmonella PhoP GFP -0.2%.
For Cc1cccc(OC(=O)c2ccncc2)c1C the results were VEEV TC-83 Vero 0.2%, tuberculosis growth 73.5%, H1N1 NS1A inhibition -0.9%, H37Rv inhibition 0.9% and Salmonella PhoP GFP 6.0%.
Screening CCN1CCN(c2cc(C)c3cc(NC(=S)N4CCCC4)ccc3n2)CC1 returned VEEV TC-83 Vero 0.4%, tuberculosis growth 8.8%, H1N1 NS1A inhibition -1.2%, H37Rv inhibition 7.6% and Salmonella PhoP GFP 6.3%.
For CCOc1ncccc1C(=O)OCc1ccccc1 the results were VEEV TC-83 Vero 0.2%, tuberculosis growth 72.3%, H1N1 NS1A inhibition 3.5%, H37Rv inhibition 2.7% and Salmonella PhoP GFP -1.3%.
For COc1ccc(N2CCN(CC(=O)Nc3ncc(C)s3)CC2)cc1 the results were VEEV TC-83 Vero 0.3%, tuberculosis growth 6.9%, H1N1 NS1A inhibition -0.3%, H37Rv inhibition -0.2% and Salmonella PhoP GFP -8.5%.
`O=C1CN(C(=O)N[C@@H](Cc2ccccc2)C(=O)N[C@@H](C(=O)O)c2ccccc2)c2ccccc2N1` gave VEEV TC-83 Vero 0.8%, tuberculosis growth -10.0%, H1N1 NS1A inhibition 0.3%, H37Rv inhibition -6.0% and Salmonella PhoP GFP 0.2%.
`CCCCn1c(=N)n(CC(=O)O)c2ccccc21` gave VEEV TC-83 Vero 0.6%, tuberculosis growth -6.2%, H1N1 NS1A inhibition -3.3%, H37Rv inhibition -3.3% and Salmonella PhoP GFP -4.1%.
`C=CCn1c(=N)n(CC(=O)c2ccc(Cl)cc2)c2ccccc21` gave VEEV TC-83 Vero inactive, tuberculosis growth 12.5%, H1N1 NS1A inhibition -5.3%, H37Rv inhibition 14.9% and Salmonella PhoP GFP -4.4%.
`Cc1ccc(C(=O)OCC(=O)NC(C)C2CC3CCC2C3)cc1N` (centres undefined) gave VEEV TC-83 Vero 2.3%, tuberculosis growth 19.6%, H1N1 NS1A inhibition -8.6% and H37Rv inhibition -5.3%.
For CC(OC(=O)c1cc(=O)[nH]c2ccccc12)C(=O)Nc1ccccc1F (centres undefined) the results were VEEV TC-83 Vero 0.3%, tuberculosis growth 2.5%, H1N1 NS1A inhibition 4.4%, H37Rv inhibition 47.4% and Salmonella PhoP GFP -0.3%.
Screening Cn1nc(-c2ccc(Cl)cc2)cc1NC(=O)CSCC(=O)O returned VEEV TC-83 Vero 1.4%, tuberculosis growth 0.9%, H37Rv inhibition -1.9% and Salmonella PhoP GFP -5.9%.
Screening S=C(Nc1ccc(N2CCOCC2)cc1)Nc1ccc2nc(-c3ccco3)c(-c3ccco3)nc2c1 returned VEEV TC-83 Vero 7.0%, tuberculosis growth 24.6%, H1N1 NS1A inhibition -2.5%, H37Rv inhibition 9.0% and Salmonella PhoP GFP -5.3%.
CC1=C([N+](=O)[O-])C(c2ccccc2Cl)NC(=O)N1 (centres undefined) was read as VEEV TC-83 Vero 0.2%, tuberculosis growth 14.7%, H1N1 NS1A inhibition -7.7%, H37Rv inhibition 8.4% and Salmonella PhoP GFP -1.2%.
For Cc1c(C(=O)Nc2ccc3c(c2)OCO3)sc2nc(-c3ccccc3)cn12 the results were VEEV TC-83 Vero 1.6%, tuberculosis growth 0.7%, H1N1 NS1A inhibition 1.2%, H37Rv inhibition -4.8% and Salmonella PhoP GFP -11.0%.
Screening CCCCCn1ccc(=N)cc1 returned VEEV TC-83 Vero inactive, tuberculosis growth -2.7%, H1N1 NS1A inhibition -4.2%, H37Rv inhibition -1.5% and Salmonella PhoP GFP 5.2%.
`CCC(C(=O)NCCc1ccco1)n1nc(C)c2c(C)n(-c3ccccc3)nc2c1=O` (centres undefined) gave VEEV TC-83 Vero 0.1%, tuberculosis growth -3.1%, H1N1 NS1A inhibition 0.2%, H37Rv inhibition 3.2% and Salmonella PhoP GFP 0.5%.
`CCOCC(=O)Nc1ccc(S(=O)(=O)Nc2ncccn2)cc1` gave VEEV TC-83 Vero 0.4%, tuberculosis growth 20.0%, H1N1 NS1A inhibition -11.0%, H37Rv inhibition -9.6% and Salmonella PhoP GFP -8.9%.
For Cc1ccc(CNC(=O)CCS(=O)(=O)c2cccc3nonc23)cc1 the results were VEEV TC-83 Vero 1.7%, tuberculosis growth 50.0%, H1N1 NS1A inhibition 13.5%, H37Rv inhibition 15.7% and Salmonella PhoP GFP -0.5%.
For Cn1c(=O)c2c(nc(CN3CCN(CCO)CC3)n2Cc2ccccc2Cl)n(C)c1=O the results were VEEV TC-83 Vero 0.1%, tuberculosis growth 17.9%, H1N1 NS1A inhibition 23.2%, H37Rv inhibition -3.3%, Salmonella PhoP GFP 3.3% and VEEV TC-83 Vero 10K pilot screen 0.0.
`CN1CCN(c2ccc(S(=O)(=O)N3CCOCC3)cc2)CC1` gave VEEV TC-83 Vero 0.8%, tuberculosis growth -2.0%, H1N1 NS1A inhibition 3.5%, H37Rv inhibition -2.2% and Salmonella PhoP GFP -4.1%.
For O=C(CCCOc1cccc(Br)c1)NCCOc1ccccc1 the results were VEEV TC-83 Vero inactive, tuberculosis growth 60.5%, H1N1 NS1A inhibition 2.4%, H37Rv inhibition 3.9% and Salmonella PhoP GFP 12.8%.
Screening O=C(NCC1CCCO1)c1cn(Cc2ccccc2)nc1-c1ccc(Cl)cc1 (centres undefined) returned VEEV TC-83 Vero inactive, tuberculosis growth 28.2%, H1N1 NS1A inhibition -1.8% and H37Rv inhibition 7.2%.
Screening CCNc1c([N+](=O)[O-])c(=O)oc2ccccc12 returned VEEV TC-83 Vero 1.9%, tuberculosis growth 15.1%, H1N1 NS1A inhibition -14.9%, H37Rv inhibition -0.8% and Salmonella PhoP GFP -2.2%.
`Cc1nn(Cc2ccccc2)c(C)c1NC(=O)CSc1nnc(-c2cc(Cl)ccc2O)n1C` gave VEEV TC-83 Vero 4.3%, tuberculosis growth 32.4%, H1N1 NS1A inhibition -1.4%, H37Rv inhibition 2.9% and Salmonella PhoP GFP 1.3%.
CCC/C(O)=C1\C(=O)CC(C)(C)CC1=NCc1ccccc1 was read as VEEV TC-83 Vero inactive, tuberculosis growth 13.1%, H1N1 NS1A inhibition 7.1%, H37Rv inhibition 30.1% and Salmonella PhoP GFP 7.0%.
Screening CC12CCC(=O)N1C(C(=O)OCC(=O)Nc1sccc1C#N)CS2 (centres undefined) returned VEEV TC-83 Vero 6.5%, tuberculosis growth -16.0%, H1N1 NS1A inhibition -7.3%, H37Rv inhibition -5.2% and Salmonella PhoP GFP -3.2%.
`COC(=O)C1CC(Cl)CN1c1ncc(C(F)(F)F)cc1Cl` (centres undefined) gave VEEV TC-83 Vero 5.9%, tuberculosis growth 15.4%, H1N1 NS1A inhibition -0.1%, H37Rv inhibition -5.6% and Salmonella PhoP GFP 14.8%.
